Bioassay records: PubChem, several laboratories
CHRM5 agonist = human M5 muscarinic receptor agonists, primary screen, CHO-K1 cells, Fluo-8 calcium fluorescence; activation, % at 3 µM; 360,000 tested, 0.19% active; CHO-K1 hM5 cells; 0% DMSO wells, 100% maximal acetylcholine response; Muscarinic acetylcholine receptor M5 (Homo sapiens), P08912;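 active means activation above the run's mean over test compounds plus 3 SD, cut at about 23% in these data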;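 further: signal is peak over basal fluorescence ratio across the kinetic read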
Target sequence (P08912 whole entry, looked up): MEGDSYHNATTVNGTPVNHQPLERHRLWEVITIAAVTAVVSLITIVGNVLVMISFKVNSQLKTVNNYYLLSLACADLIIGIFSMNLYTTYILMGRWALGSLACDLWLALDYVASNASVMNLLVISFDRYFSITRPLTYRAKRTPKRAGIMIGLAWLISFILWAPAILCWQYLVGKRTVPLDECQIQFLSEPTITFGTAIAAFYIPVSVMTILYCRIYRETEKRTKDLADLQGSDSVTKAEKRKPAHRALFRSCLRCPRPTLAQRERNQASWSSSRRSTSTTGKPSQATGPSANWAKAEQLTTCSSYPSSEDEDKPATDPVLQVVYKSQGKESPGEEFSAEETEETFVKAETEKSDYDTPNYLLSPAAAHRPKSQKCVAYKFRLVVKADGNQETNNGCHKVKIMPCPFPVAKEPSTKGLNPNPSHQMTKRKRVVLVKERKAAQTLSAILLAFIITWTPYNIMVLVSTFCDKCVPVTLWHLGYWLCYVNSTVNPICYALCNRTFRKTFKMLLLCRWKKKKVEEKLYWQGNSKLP
CHRM1 PAM = human M1 muscarinic receptor positive allosteric modulators, primary screen, CHO-K1 cells, Fluo-8 calcium fluorescence, 1536-well. Muscarinic acetylcholine receptor M1 (Homo sapiens), P11229. CHO-K1 hM1, ACh EC20; 0% = ACh EC20, 100% = maximal ACh. activation, % at 3 µM. 360,000 tested, 0.088% active. AID 588819, 2011; in the data active means activation above about 19%, passing the limit was not always enough
CHRM4 antagonist = human M4 muscarinic receptor antagonists, primary screen, CHO cells, Fluo-8 calcium fluorescence; CHO-hM4 cells, ACh EC80; inhibition, % at 3 µM; 360,000 tested, 0.73% active; Muscarinic acetylcholine receptor M4 (Homo sapiens), P08173;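 active means inhibition above its plate's cutoff, the mean inhibition of sample wells plus 3 SD, cut at about 27% in these data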;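 further: 0% = acetylcholine EC80 with DMSO and 100% = DMSO without agonist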
Target sequence (P08173 whole entry, looked up): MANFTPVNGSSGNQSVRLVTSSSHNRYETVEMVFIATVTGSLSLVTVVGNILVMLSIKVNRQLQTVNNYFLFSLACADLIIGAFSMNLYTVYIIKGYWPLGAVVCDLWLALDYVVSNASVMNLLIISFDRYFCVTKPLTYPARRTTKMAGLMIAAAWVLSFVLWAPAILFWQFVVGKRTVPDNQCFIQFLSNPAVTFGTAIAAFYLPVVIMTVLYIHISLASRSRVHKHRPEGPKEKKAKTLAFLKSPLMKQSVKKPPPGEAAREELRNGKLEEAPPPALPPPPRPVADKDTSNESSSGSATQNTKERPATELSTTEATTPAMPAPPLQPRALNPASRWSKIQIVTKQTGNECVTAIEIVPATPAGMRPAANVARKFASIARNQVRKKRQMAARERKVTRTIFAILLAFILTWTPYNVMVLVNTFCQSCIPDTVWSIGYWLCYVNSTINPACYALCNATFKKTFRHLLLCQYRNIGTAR
CHRM1 antagonist = human M1 muscarinic receptor antagonists, primary screen, CHO-K1 cells, Fluo-8 calcium fluorescence, 1536-well. Muscarinic acetylcholine receptor M1 (Homo sapiens), P11229. CHO-K1 hM1, ACh EC80 antagonist. inhibition, % at 3 µM. 360,000 tested, 1.3% active. AID 588852, 2011;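 active means percent inhibition above its own plate's cutoff, namely the mean of that plate's compound wells plus 3 SD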;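 further: peak over basal fluorescence ratio during 140 s after agonist addition; 0% = ACh EC80 plus DMSO and 100% = DMSO alone without agonist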
M5 antag = human M5 muscarinic receptor antagonists, primary screen, CHO cells, Fluo-8 calcium fluorescence. AID 624040, 2012. 360,000 tested, 0.59% active. Muscarinic acetylcholine receptor M5 (Homo sapiens), P08912. CHO-hM5 cells, ACh EC80. inhibition, % at 3 µM;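 active means inhibition above a per-plate cutoff, the mean of that plate's test compounds plus 3 SD, cut at about 27% in these data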;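 further: 0% = acetylcholine EC80 with DMSO and 100% = DMSO without agonist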
CHRM4 PAM = human M4 muscarinic receptor positive allosteric modulators, primary screen, CHO-K1 cells, Fluo-8 calcium fluorescence; Muscarinic acetylcholine receptor M4 (Homo sapiens), P08173; CHO-K1 hM4/Gqi5, ACh EC20; 0% = ACh EC20, 100% = maximal ACh; activation, % at 3 µM; 360,000 tested, 0.4% active;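 active means activation above its plate's cutoff, the mean activation of sample wells plus 3 SD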; further: some results filed as inactive read as strong as hits
CHRM4 agonist = human M4 muscarinic receptor agonists, primary screen, CHO-K1 cells, Fluo-8 calcium fluorescence; activation, % at 3 µM; Muscarinic acetylcholine receptor M4 (Homo sapiens), P08173; 360,000 tested, 0.14% active; CHO-K1 hM4/Gqi5; vehicle 0%, full acetylcholine response 100%;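 active means activation above the run mean over all test wells plus 3 SD, cut at about 32% in these data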;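 further: peak over basal fluorescence ratio per well then scaled between controls; 0% = DMSO wells and 100% = acetylcholine at EC100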
CHRM5 PAM = human M5 muscarinic receptor positive allosteric modulators, primary screen, CHO-K1 cells, Fluo-8 calcium fluorescence. Muscarinic acetylcholine receptor M5 (Homo sapiens), P08912. CHO-K1 hM5, ACh EC20 PAM; 0% = ACh EC20, 100% = ACh EC100. activation, % at 3 µM. 360,000 tested, 0.3% active;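 active means activation above the run cutoff, the mean activation of all test compounds plus 3 SD, cut at about 18% in these data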
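System – CHO-K1 hM5 cells · Compound – 3 µM, single dose · Incubation – compound preincubation 140 s before EC20 acetylcholine addition · Technique – Fluo-8 calcium fluorescence · Measure – Max/basal fluorescence ratio as % of EC20–EC100 ACh window · Benchmarks – low control EC20 acetylcholine (0%), high control EC100 acetylcholine (100%) · Replication – singlicate, one well per test compound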
CRFBP-R2 agonist = agonists of CRF-BP/CRF-R2 complex, primary screen, cell-based, HEK293, calcium dye fluorescence, uHTS; CRF-binding protein / CRF receptor 2 complex (human); calcium dye fluorescence (FLIPR); percent of saturating CRF peptide response; activation, % at 13.2 µM; 350,000 tested, 0.46% active; AID 588473, 2011;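 active means activation of at least 50%, plus an integration ratio under a set limit after plate pattern correction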;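 further: plate controls were neutral control wells without compound for no effect and CRF at EC100 for full effect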
The depositor's hits bear a star; nt = no result given. This is a random part of the collection; about 2.8% have a hit in one of these screens.

Order of results: CHRM1 antagonist | CHRM4 agonist | CHRM5 PAM | CHRM5 agonist | CRFBP-R2 agonist | CHRM4 antagonist | M5 antag | CHRM1 PAM | CHRM4 PAM
- COc1nc(OC/C(N)=N/O)nc(N2CCOCC2)n1
    1.2 | 0.0 | -3.5 | -2.0 | -0.1 | 1.3 | 4.1 | 1.3 | 7.8
- CC(C)(C)OC(=O)[C@H](Cc1ccccc1)NC(=O)c1nc[nH]c1C(=O)NCC(=O)OCc1ccccc1
    7.0 | 0.2 | -11.8 | -5.3 | 1.8 | -0.4 | 9.2 | -7.3 | -9.1
- CC(NC(=O)C1CCC(C)(C(=O)O)C1(C)C)c1ccccc1 (stereo not given)
    -7.8 | 1.0 | 6.9 | -4.5 | 1.3 | -9.7 | 0.5 | 1.8 | 7.0
- COc1ccc(Oc2cc(C)nc(Cl)n2)nn1
    -6.5 | 0.8 | 6.0 | -0.9 | -0.5 | 5.5 | 0.6 | 8.2 | -3.0
- C=CCNC(=O)Nc1ccc(OCC)cc1
    -3.0 | 0.5 | 0.4 | -0.3 | -0.3 | -0.3 | 1.7 | 7.6 | -1.2
- CSCCC(NC(=O)COc1ccccc1)C(=O)NCCOc1ccc(C)cc1 (stereo not given)
    -16.9 | 6.0 | 8.9 | -1.6 | -2.0 | 3.6 | -9.3 | 20.6 | 13.8
- COc1cccc(C(c2sc3ncnn3c2O)N2CCN(C(=O)c3ccco3)CC2)c1 (stereo not given)
    -12.4 | -0.1 | 0.3 | 0.8 | 0.3 | -10.7 | 2.2 | 9.7 | 6.4
- O=[N+]([O-])c1cccc(CN2CCC(Cc3ccccc3)CC2)c1
    24.1 | -2.2 | -12.6 | -22.0 | 4.3 | 2.2 | 0.2 | -19.1 | -5.7
- Cc1nc(-c2ccc(NC(=O)c3ccccc3Br)cc2)cs1
    -11.8 | 2.5 | -3.2 | -1.1 | 0.1 | -2.3 | 2.4 | 7.9 | 14.2
- CC12CCC(C(=O)N3CCCc4ccccc43)(OC1=O)C2(C)C (stereo not given)
    -12.0 | 0.6 | 14.7 | -4.4 | -0.4 | -3.8 | -7.3 | 10.5 | 10.5
- CCOc1ccc(NC(=O)CN(C)C(=O)Cc2c[nH]c3ccccc23)cc1OCC
    -6.2 | 0.8 | 9.9 | -4.6 | 2.5 | 5.5 | 12.4 | 6.1 | -0.1
- CCCCN(C)Cc1c(O)ccc2c(=O)c(-c3ccccc3OC)coc12
    -10.8 | 0.3 | 2.8 | 4.5 | 1.7 | -2.9 | -8.6 | 7.7 | -1.8
- O=C(NCCN1CCOCC1)[C@H](Cc1ccccc1)N1C(=O)c2ccccc2C1=O
    -13.6 | 0.4 | -3.3 | -1.4 | -0.2 | 2.8 | -4.8 | -2.7 | 12.2
- O=S(=O)(Nc1cc(S(=O)(=O)N2CCCC2)ccc1O)c1ccc(Cl)s1
    -7.9 | 2.2 | -1.8 | -0.1 | 0.5 | 3.0 | 4.0 | 5.1 | 4.6
- Cn1ncc([N+](=O)[O-])c1C(=O)Nc1ccc(-c2ccccc2)cc1
    7.5 | 1.8 | -8.4 | -6.0 | 0.3 | -2.6 | 8.7 | -4.6 | -6.8

Next section.
Order of results: CHRM1 antagonist | CHRM4 agonist | CHRM5 PAM | CHRM5 agonist | CRFBP-R2 agonist | CHRM4 antagonist | M5 antag | CHRM1 PAM | CHRM4 PAM
- O=C(NC(C(=O)c1ccccc1)n1ccc(=O)[nH]c1=O)c1ccccc1 (stereo not given)
    -3.1 | -0.4 | 0.4 | -4.1 | -0.6 | -3.3 | -6.5 | 4.0 | 3.5
- Cc1ccc(S(=O)(=O)N(C)CC(=O)Nc2cc(C)ccn2)cc1
    -14.3 | 1.9 | 2.9 | -1.1 | -1.4 | 0.1 | 1.3 | 16.1 | 14.5
- Cc1csc(NC(=O)CSCC(=O)Nc2ccccc2)n1
    -16.8 | 2.6 | -3.9 | 1.6 | 0.2 | 7.0 | 0.0 | 8.8 | 0.2
- Cc1cc(CNC(=O)COc2c(F)c(F)cc(F)c2F)c2ccccc2n1
    -6.9 | 1.5 | -3.9 | 1.9 | -0.8 | 1.3 | 4.0 | 4.0 | -2.3
- Cc1[nH]c2ccccc2c1C(=O)CSc1ccc(Cl)cc1
    -0.8 | 0.5 | -3.2 | -2.2 | -1.8 | 6.2 | 4.8 | 11.8 | -0.9
- CSc1ccccc1NC(=O)c1cc2ncc(Br)cn2n1
    -4.9 | -0.5 | -6.3 | 4.6 | -2.4 | -0.6 | 1.3 | 3.7 | -8.8
- O=C(NNC(=O)c1ccccn1)c1ccc(OC(F)F)cc1
    -5.3 | 0.6 | -7.5 | 2.0 | 0.2 | 5.2 | 6.2 | 8.8 | 1.8
- COCCOC(=O)c1c(C)n(C)c2ccc(OC(=O)c3ccco3)cc12
    -8.2 | 0.9 | -3.5 | 0.8 | -0.9 | -0.8 | 2.9 | 0.0 | 1.7
- COc1ccc(C2=Nn3c(nnc3-c3ccccc3Cl)SC2)cc1OC1CCCC1
    11.6 | 1.5 | -10.3 | -5.9 | 1.0 | 14.6 | 6.5 | -11.8 | -3.0
- COC(=O)[C@@H]1CCCN1C(=O)c1cc(COc2cccc3cccnc23)on1
    -5.5 | 2.6 | 7.4 | 0.9 | -0.4 | 0.5 | -1.9 | 2.1 | -2.7
- CN(C)c1ccc(N=Nc2nc3ccccc3n2C)cc1
    1.3 | 0.8 | 1.2 | -6.0 | 1.0 | 0.6 | 2.6 | 2.2 | -5.8
- Cc1ccc2nc(NC(=S)NC(=O)c3ccc(OC(C)C)cc3)sc2c1
    -13.0 | 0.8 | -8.2 | 0.1 | 3.5 | -0.6 | 9.2 | 6.8 | -2.0
- CSc1ccc(NC(=O)CC(C)=O)cc1
    5.1 | 0.1 | -1.6 | -1.3 | -0.9 | 5.5 | 1.1 | -5.9 | -1.1
- Cc1c(NC(C)c2ccccc2O)c(=O)n(-c2ccccc2)n1C (stereo not given)
    -1.5 | 0.8 | 1.4 | 1.6 | -1.6 | 1.6 | 0.8 | 4.6 | -2.3
- COc1ccc(NC(=O)CSc2nc3[nH]c(=O)[nH]c(=O)c3s2)cc1OC
    -8.4 | 2.0 | -0.4 | -0.2 | -0.2 | -13.5 | 1.1 | 4.2 | 12.1

New compounds follow:
Order of results: CHRM1 antagonist | CHRM4 agonist | CHRM5 PAM | CHRM5 agonist | CRFBP-R2 agonist | CHRM4 antagonist | M5 antag | CHRM1 PAM | CHRM4 PAM
- Cc1cccc(OCC(=O)N2CCC(c3ccccc3)C2)c1 (stereo not given)
    -11.6 | -1.4 | 2.1 | -2.9 | -0.5 | 6.7 | -1.8 | 9.7 | -7.3
- C=CCNc1nc(-c2ccc(Cl)cc2)cs1
    -0.8 | -3.1 | 3.4 | -5.2 | -3.9 | -3.4 | -10.4 | -1.0 | 1.5
- CCOC(=O)c1c(NC(=O)C2C3C=CC(C3)C2(C)C(=O)O)sc2c1CCCC2 (stereo not given)
    -5.9 | 0.2 | 3.0 | -1.0 | -0.7 | -3.1 | -4.9 | 11.5 | 4.0
- Cc1ccc(CN/C=C/C(=O)c2ccc(Br)cc2)cc1
    -13.3 | 1.0 | 4.4 | -5.1 | -2.0 | -13.6 | -7.2 | 4.0 | 16.6
- CC(=O)N1CCN(C(=O)c2ccc(NS(=O)(=O)c3ccc(Cl)c(Cl)c3)cc2)CC1
    0.8 | 1.7 | -3.5 | 1.6 | -0.1 | 9.1 | -0.7 | -2.0 | -2.4
- CN(C(=O)c1cc2ccccc2o1)c1c(N)n(Cc2ccccc2)c(=O)[nH]c1=O
    -8.3 | 1.0 | -5.5 | -1.3 | -1.2 | 0.7 | 17.4 | 11.8 | 5.3
- CC1(C(=O)O)CCC(C(=O)NCCc2ccccc2)C1(C)C (stereo not given)
    -15.6 | 0.8 | 1.4 | 0.0 | -4.7 | -8.4 | 3.9 | 6.3 | 10.4
- CCc1nc2ccc(C(=O)NCCc3ccccn3)cn2c1N(C)Cc1cccs1
    6.7 | 10.5 | -3.4 | 0.3 | nt | 3.8 | 1.3 | -7.9 | -8.5
- Cc1cccc(NC(=O)c2nc[nH]c2C(=O)N2CCC(C)CC2)c1
    5.5 | 0.1 | -5.9 | -3.3 | -3.0 | 2.8 | 10.4 | -2.4 | 16.2
- CC1Cc2ccccc2N1C(=O)COC(=O)C1=COCCO1 (stereo not given)
    -5.6 | 1.0 | 1.7 | 1.6 | -0.5 | -7.6 | -1.6 | 10.3 | -0.3
- C=CCNC(=O)Nc1ccc2oc(C)nc2c1
    -6.5 | 0.6 | 9.6 | 3.5 | -0.5 | -1.5 | -6.0 | 8.6 | 9.7
- O=C(c1cc(COc2ccc3c(c2)CCCC3)on1)N1CCCC1
    1.4 | 0.7 | 9.8 | -2.9 | nt | 2.8 | -4.6 | -0.4 | -0.3
- CC1(C)OC2CC3C4CC=C5CC(O)CCC5(C)C4CCC3(C)C2(C(=O)CO)O1 (stereo not given)
    -6.3 | 1.2 | 7.6 | 4.0 | -1.8 | -2.6 | 6.8 | 1.5 | -4.0
- CC(C)(C)CN1CCNC(=O)C1CC(=O)NCCc1ccccc1F (stereo not given)
    2.7 | 0.5 | -6.8 | -1.3 | 0.8 | 8.5 | 9.4 | 2.0 | -5.4
- O=S(=O)(c1ccccc1)c1nc(-c2ccccc2F)oc1NCc1cccnc1
    -2.0 | 4.5 | 0.4 | -1.7 | -8.9 | -11.5 | 10.0 | 14.8 | -4.2

Next section:
Order of results: CHRM1 antagonist | CHRM4 agonist | CHRM5 PAM | CHRM5 agonist | CRFBP-R2 agonist | CHRM4 antagonist | M5 antag | CHRM1 PAM | CHRM4 PAM
- OC[C@@H]1CN(Cc2ccc(-c3ccccc3)cc2)C[C@H](n2cnc3c(Nc4ccccc4)ncnc32)O1
    21.3 | 21.0 | -14.5 | 3.3 | nt | 37.2* | 22.0 | -8.1 | -10.5
- COc1ccc(CCNC(=O)C(=O)Nc2nccs2)cc1OC
    -6.6 | 2.4 | -1.5 | -0.2 | -1.3 | 0.4 | 1.2 | -0.5 | 3.9
- CC1(C)Cc2c(sc3ncn4nc(-c5ccco5)nc4c23)CO1
    -0.4 | 0.8 | -3.4 | -0.6 | -1.4 | 12.1 | 4.8 | 0.7 | 4.3
- CN(C)c1nc(OCCOC(=O)c2ccccc2)nc(N(C)C)n1
    -3.7 | -0.3 | -5.5 | 26.2* | 3.1 | 2.3 | -6.1 | 4.5 | 0.8
- Cc1ccc(C(=O)OCc2cn(-c3ccccc3)nn2)cc1
    -0.8 | 17.3 | -7.9 | 0.9 | 1.1 | -1.5 | 6.4 | -1.0 | -5.2
- Cc1ccc(CNC(=O)C2CC3Cn4c(nc5cc(C)c(C)cc54)C3N2C)o1 (stereo not given)
    -6.5 | 1.0 | 2.3 | 0.6 | -0.4 | 7.0 | 0.7 | 7.6 | 3.8
